EBNA-1 inh: EBNA-1 DNA-binding inhibitors, primary screen, biochemical, fluorescence polarization. AID 1950, 2009. inhibition, % at 14.8 µM. 300,000 compounds, 0.34% hits; in the data active = inhibition above about 28%
Fam108B inh: mouse Fam108B serine hydrolase inhibitors, primary screen, counter-screen for RBBP9 inhibitor project, biochemical, fluorescence polarization; recombinant Fam108B, FP-Rh probe fluorescence polarization; inhibition, % at 9.51 µM; 300,000 compounds, 0.33% hits;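 active = inhibition above the screen mean inhibition plus 3 SD, computed separately per campaign, cut at about 18% in these data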;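 note: inhibitors lower polarization as less probe binds the enzyme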
MEX-5 binding: MEX-5 zinc finger RNA-binding disruptors – biochemical, C. elegans, fluorescence polarization, MLPCN library, primary screen | activity score (negative = inhibition of binding), % at 10 µM | Zinc finger protein mex-5 (Caenorhabditis elegans), Q9XUB2 | MEX-5/FITC-TCR2 RNA binding; active compounds read low | AID 1832, 2009 | 300,000 compounds, 0.38% hits;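 active = inhibition past about -25% in most replicates, and total fluorescence under double the plate's negative control median, limit read from the data; inconclusive = replicates evenly split on the limit, or fluorescence at least double controls; inactive = too little inhibition in most replicates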;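 note: 0% = DMSO and -100% = 5 µM competing unlabeled TCR2 RNA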
ZTA counter: blocks Epstein-Barr virus ZTA, an EBNA-1 counter-screen; ZTA-DNA binding, fluorescence polarization; AID 2234; 320,000 compounds, 0.15% hits; inhibition, % at 11 µM; in the data active = inhibition above about 33%
Target sequence (P03206 whole entry, looked up): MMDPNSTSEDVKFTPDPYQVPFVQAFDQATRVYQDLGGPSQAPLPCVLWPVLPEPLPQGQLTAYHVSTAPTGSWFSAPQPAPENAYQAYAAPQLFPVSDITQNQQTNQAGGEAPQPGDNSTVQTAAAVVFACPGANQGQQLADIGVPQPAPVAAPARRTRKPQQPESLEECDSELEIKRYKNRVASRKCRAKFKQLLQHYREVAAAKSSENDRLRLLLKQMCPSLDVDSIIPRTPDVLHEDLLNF
GLD-1 RNA inh: GLD-1/TGE RNA complex disruptors, primary screen, biochemical, fluorescence polarization; Female germline-specific tumor suppressor gld-1 (Caenorhabditis elegans), Q17339; purified GLD-1 + fluorescein TGE RNA; inhibition, % at 5.96 µM; 320,000 compounds, 0.44% hits; AID 2280, 2010;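 active = percent inhibition above a per-plate cutoff, the plate mean of test compounds plus 3 SD, cut at about 30% in these data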;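 note: 0% = DMSO wells with GLD-1 and probe and 100% = wells lacking GLD-1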
Target sequence (Q17339 whole entry, looked up): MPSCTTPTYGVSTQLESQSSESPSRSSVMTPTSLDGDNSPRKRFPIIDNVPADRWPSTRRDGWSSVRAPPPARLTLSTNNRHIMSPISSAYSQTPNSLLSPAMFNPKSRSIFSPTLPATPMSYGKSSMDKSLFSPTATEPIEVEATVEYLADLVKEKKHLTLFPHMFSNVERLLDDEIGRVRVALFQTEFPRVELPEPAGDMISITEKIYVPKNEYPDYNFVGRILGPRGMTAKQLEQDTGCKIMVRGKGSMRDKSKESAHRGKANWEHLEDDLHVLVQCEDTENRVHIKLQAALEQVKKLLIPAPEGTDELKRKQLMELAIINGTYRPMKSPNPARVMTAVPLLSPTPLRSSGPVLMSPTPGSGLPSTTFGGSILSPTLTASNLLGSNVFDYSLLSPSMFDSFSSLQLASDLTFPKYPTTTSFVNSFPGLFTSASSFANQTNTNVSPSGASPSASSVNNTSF
Efflux pump inh: inhibitors of Candida efflux pumps in yeast, primary screen, S. cerevisiae, Nile Red, multiplex | S. cerevisiae Candida pump triplex | inhibition, % at 10 µM | 330,000 compounds, 0.44% hits | AID 485275, 2010;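 active = plate passing quality check with inhibition over a set limit, or well fluorescence over plate mean plus 4 SD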;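 note: Nile Red retained in pooled yeast measured as flow cytometry median fluorescence; 0% = buffer negative control and 100% = Enniatin B positive control; higher means more Nile Red kept so more efflux inhibition; some compounds called inactive have numbers as strong as hits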
CR mimetic SO: reduction of superoxide in aged yeast, primary screen, HTS | 330,000 compounds, 0.18% hits | superoxide response (% of plate mean), % at 10 µM | S. cerevisiae aged cells, superoxide DHE fluorescence; active compounds read low | AID 2690, 2010;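 active = superoxide response under a set limit, about three screen SD below normal, cut at about 65% in these data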;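 note: yeast aged for seven days with compound at 30 °C before DHE staining; 100% = average MFI of all compound-treated wells on the plate with controls excluded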
Bcl-xL primary: inhibitors of human Bcl-xL, primary screen, biochemical, fluorescence polarization, HTS; GST-Bcl-xL / FITC-Bim BH3 peptide fluorescence polarization; inhibition, % at 10.9 µM; 320,000 compounds, 0.7% hits;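 active = inhibition above the mean of all tested compounds plus 3 SD, cutoff set per campaign, cut at about 30% in these data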;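 note: 0% = DMSO wells and 100% = unlabeled Bim-BH3 peptide competitor; inhibitors lower millipolarization by displacing the labeled peptide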
Target sequence (Q07817 whole entry, looked up): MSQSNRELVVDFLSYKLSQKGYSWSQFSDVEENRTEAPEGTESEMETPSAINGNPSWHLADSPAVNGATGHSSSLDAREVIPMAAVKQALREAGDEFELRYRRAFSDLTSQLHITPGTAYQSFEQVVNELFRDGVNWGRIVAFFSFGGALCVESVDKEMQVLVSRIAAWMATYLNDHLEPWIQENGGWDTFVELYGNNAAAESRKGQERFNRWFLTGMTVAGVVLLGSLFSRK
MCL1-BIM inh: inhibitors of MCL1 binding to BIM-BH3, primary screen, biochemical, fluorescence polarization | 320,000 compounds, 0.68% hits | AID 2057, 2009 | GST-MCL1 / FITC-Bim-BH3 fluorescence polarization | inhibition, % at 10.9 µM;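 active = inhibition above the mean inhibition of all tested compounds plus 3 SD, set per campaign, cut at about 40% in these data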;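 note: 0% = DMSO wells and 100% = unlabeled Bim-BH3 peptide control; higher means more loss of mP so more displacement of Bim peptide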
Active calls of the source: *; ? = inconclusive; . = no result given.

SMILES	EBNA-1 inh	Fam108B inh	MEX-5 binding	ZTA counter	GLD-1 RNA inh	Efflux pump inh	CR mimetic SO	Bcl-xL primary	MCL1-BIM inh
CC(=O)Cc1cc(=O)c2c(C)cc(O)c(C3OC(CO)C(O)C(O)C3O)c2o1 (stereo not given)	-1.2	4.1	-3.8	2.5	9.3	0.0	102.8	8.3	10.6
CCOC(=O)c1ccc(NS(=O)(=O)c2c(C)n[nH]c2C)cc1	.	.	.	-0.4	-1.3	0.1	89.5	-1.3	3.7
O=C(CSc1nc2ccccc2[nH]1)Nc1ccc2c(c1)CCC2	9.1	-0.2	2.0	6.7	4.5	-0.1	100.2	1.4	-1.4
Cc1ccc(S(=O)(=O)/N=C(\c2ccc(F)cc2)n2c(C)nc3ccccc32)cc1	4.0	0.8	2.4	4.0	-2.9	0.1	110.4	-1.1	1.5
O=C(c1ccc([N+](=O)[O-])cc1)N1CCSC1c1ccccc1Cl (stereo not given)	-8.0	-2.2	-0.4	-14.6	0.4	0.0	117.8	2.9	-3.6
Cc1cccc(N2C(=O)c3ccc(C(=O)Nc4c[nH]c(=O)[nH]c4=O)cc3C2=O)c1	6.5	2.2	-2.2	-1.4	3.9	0.0	98.8	-2.1	0.8
Nc1cc(OCC(F)(F)F)cc(OCC(F)(F)F)c1	-10.1	3.4	-0.8	-6.6	1.6	0.0	100.6	1.1	2.5
CCC(C(=O)NC1CCCC1)N(Cc1cccs1)C(=O)Cn1nnc(-c2ccc(OC)c(OC)c2)n1 (stereo not given)	1.3	0.8	-0.2	5.4	2.2	-0.1	108.7	1.6	1.8
CCC1=Nc2cc(C(=O)NCCN3CCOCC3)ccc2Sc2ccc(C)cc21	1.7	2.3	0.7	-17.8	-2.2	0.0	93.5	3.0	1.6
CC(C)N(C(=O)COC(=O)[C@@H]1CC(O)CN1S(=O)(=O)c1ccc(C(C)(C)C)cc1)C(C)C (stereo not given in full)	0.7	-1.2	0.6	-2.1	2.2	0.1	91.2	-4.2	5.5
COc1ccc(C(=O)CSc2cc(C)nc3nc(C)nn23)cc1OC	-8.3	5.7	0.9	2.5	-0.9	0.1	104.8	2.1	7.9
CC1(C)CC(=O)C=C(c2cccc(Br)c2)C1	.	.	.	-3.5	-1.9	-0.3	106.8	-2.5	0.4
CCOC(=O)N1CCN(C(=O)Nc2ccc3nc(C)c(C)nc3c2)CC1	1.5	3.3	2.8	-9.6	-0.5	0.0	89.8	5.1	7.7
CCCCC[n+]1ccn(-c2nc3ccccc3nc2[N-]S(=O)(=O)c2ccc(C)cc2)c1	3.8	-1.0	-2.0	1.9	7.5	-0.1	93.3	12.4	17.3
COC(=O)c1ccc(CSc2ncnc3c2sc2nc(N4CCOCC4)c4c(c23)CCCC4)o1	6.7	-11.6	4.4	1.1	-2.9	0.1	99.9	5.3	4.6
CC(Oc1cccc(Cl)c1)C(=O)Nc1ccc([N+](=O)[O-])cn1 (stereo not given)	2.3	0.0	5.1	-3.4	7.8	-0.5	105.8	-1.0	-5.2
COc1ccccc1N1CCN(C(=O)c2cc3c(s2)CCC3)CC1	2.9	-0.1	-0.5	15.9	1.3	0.0	110.8	6.9	19.4
Cc1cccc(N(CC(N)=O)C2SC(=O)N(c3ccccc3)C2=O)c1 (stereo not given)	-6.9	-0.3	0.1	0.7	4.6	-0.2	83.7	13.7	26.9
Oc1ccc(Nc2nc(-c3ccc4ccccc4c3)cs2)cc1	-1.8	10.0	-0.9	-2.5	6.0	-0.1	80.7	3.1	4.1
O=C(NCCCc1ccccc1)C(=O)c1c[nH]c2ccccc12	2.0	0.2	-0.6	-4.6	9.3	-0.3	100.2	4.6	8.4
C=CCNC(=S)NNC(=O)c1cc(O)ccc1O	-0.1	1.1	-17.8	-10.1	8.8	-0.1	98.1	9.1	16.5
COc1ccc2c(c1)c(CC(=O)OCC(=O)O)c(C)n2C(=O)c1ccc(Cl)cc1	2.2	7.2	4.4	4.8	4.0	-0.1	103.8	11.7	82.3*
COCCCN(C(=O)c1cccnc1SC)c1c(N)n(Cc2ccccc2)c(=O)[nH]c1=O	-13.8	-3.7	-1.1	-10.4	5.8	-0.4	83.3	0.9	-6.2
Cc1cccc(S(=O)(=O)Nc2nc3ccccc3nc2NCC2CCCO2)c1 (stereo not given)	-0.5	-1.9	-0.6	6.6	1.3	0.1	109.5	5.5	-2.8
COc1ccc(C(=O)NCCCN=C2NS(=O)(=O)c3ccccc32)cc1	-5.5	-0.5	1.6	-3.7	-4.2	-0.1	113.7	2.5	6.8

Entries shown so far that contain fluorine:
SMILES	EBNA-1 inh	Fam108B inh	MEX-5 binding	ZTA counter	GLD-1 RNA inh	Efflux pump inh	CR mimetic SO	Bcl-xL primary	MCL1-BIM inh
Cc1ccc(S(=O)(=O)/N=C(\c2ccc(F)cc2)n2c(C)nc3ccccc32)cc1	4.0	0.8	2.4	4.0	-2.9	0.1	110.4	-1.1	1.5
Nc1cc(OCC(F)(F)F)cc(OCC(F)(F)F)c1	-10.1	3.4	-0.8	-6.6	1.6	0.0	100.6	1.1	2.5

Additional entries:
SMILES	EBNA-1 inh	Fam108B inh	MEX-5 binding	ZTA counter	GLD-1 RNA inh	Efflux pump inh	CR mimetic SO	Bcl-xL primary	MCL1-BIM inh
CCCCN(CC)CCNC(=O)C1c2cc(OC)c(OC)cc2C(=O)N2CCc3ccccc3C12 (stereo not given)	9.1	2.3	0.1	15.2	1.2	-0.2	104.6	6.5	5.3
Cc1cc(C)nc(SCC(=O)OC(C)C(=O)Nc2ccccc2)n1 (stereo not given)	8.2	0.1	0.4	11.2	8.0	-0.1	98.0	2.7	-4.5
O=C(Cc1ccsc1)Nc1ccc2c(c1)OCO2	.	.	.	-1.1	0.3	-0.3	113.6	-3.5	-6.5
CC(=O)N1c2ccc(S(=O)(=O)N3CCC(C(=O)NC4CCCCC4)CC3)cc2CC1C (stereo not given)	-7.8	-3.3	-0.3	0.0	3.5	0.0	112.0	5.5	8.8
Cc1cc(C)nc(SCc2cc(=O)c(OC(=O)c3ccc(Cl)c([N+](=O)[O-])c3)co2)n1	4.2	2.4	-0.7	3.8	-3.3	0.0	96.5	16.2	9.9
Oc1ccccc1Nc1ncnc2c1oc1ccccc12	15.8	6.2	1.3	-9.9	5.0	-0.1	92.2	10.1	4.5
CCOC(=O)C1CCCN(S(=O)(=O)c2ccc3c(c2)N(C)C(=O)CC(=O)N3C)C1 (stereo not given)	-2.2	0.3	-1.1	-9.0	0.1	0.0	109.7	-3.8	-2.8
O=C(CCCn1c(=O)oc2ccccc21)NC1CCCCCC1	2.2	1.2	-0.6	-12.3	0.0	0.0	78.0	-9.3	-2.5
NC(=O)c1ccc(C(=O)c2ccc([N+](=O)[O-])cc2)cc1	4.2	0.1	-3.1	-4.7	1.5	-0.1	103.7	1.5	2.1
CC(=O)Nc1ccc(NS(=O)(=O)c2ccc(Cl)s2)cc1	-10.9	0.7	-0.6	-16.9	-1.3	-0.2	83.1	9.6	7.0
COC(=O)c1cc(-c2ccc(NC(C)=O)cc2)nc2ccccc12	-2.7	-0.4	0.5	-5.4	-1.3	-0.1	98.2	3.4	7.1
O=C(Nc1ccc(F)cc1)C(c1ccccc1)N1CCN(CC(=O)N2CCCC2)CC1 (stereo not given)	.	.	.	0.4	4.7	0.0	106.6	-16.1	-14.5
N#CC1=C(Nc2ccccc2Cl)SC(c2ccccc2O)NC1=O (stereo not given)	-20.7	-0.5	-0.8	-12.0	-13.2	0.1	109.2	-12.2	1.9
Cn1c(=O)[nH]c(=O)c2c1nc(N/N=C/C(Br)=C/c1ccccc1)n2CCO	-1.2	-2.5	?	8.6	-1.8	0.4	98.8	-0.9	-15.7
CC(C)N1CCC(N2CCN(CCCc3ccccc3)CC2CCO)CC1 (stereo not given)	-3.5	-4.5	-0.4	-9.2	12.6	0.0	99.6	5.5	4.4
COC(=O)c1ccc(N2C(=O)c3cc(N4CCOCC4)c([N+](=O)[O-])cc3C2=O)cc1	4.2	-1.8	4.0	11.7	2.5	0.0	107.9	5.8	9.5
CCn1nc(NC(=O)c2ccncc2)c2cc3ccccc3nc21	3.5	2.0	1.0	9.8	-5.4	0.0	85.4	4.3	0.7
COc1ccc(CCNC(=O)CCC(=O)n2ncc3ccc(Cl)cc32)cc1OC	1.6	-4.8	1.2	5.0	2.7	-0.3	104.7	2.1	5.3
CCOc1ccc(C(=O)Nc2cccc3ncccc23)cc1Br	-3.5	-0.7	0.2	2.2	3.8	0.1	102.7	2.2	-3.2
O=C(CN(C(=O)Cn1nnc(-c2ccccc2F)n1)c1cnc2ccccc2c1)NCC1CCCO1 (stereo not given)	8.9	-8.5	-0.2	-0.9	-0.4	0.0	111.7	2.0	-6.4
Cc1c(Cl)cccc1NC(=S)NC1CCN(C(C)C)CC1	-6.9	-1.0	-1.0	3.1	2.5	-0.1	97.7	-0.1	7.1
COc1ccc(-c2cccc(NC(=O)c3ccc4c(c3)OCO4)c2)nn1	0.1	-3.3	0.9	-9.3	2.5	0.0	119.8	0.0	-3.0
Cn1c(=O)oc2cc(S(=O)(=O)N3CCc4ccccc43)ccc21	-4.5	0.2	-1.1	0.5	-7.5	0.0	99.6	-7.8	-14.1
CCOC(=O)C1(Cc2cccc(F)c2)CCN(C(=O)c2ccoc2C)CC1	3.2	-4.4	3.6	-6.1	5.0	-0.1	109.0	5.5	4.9
COC(=O)c1nn(-c2ccccc2)c(Sc2ccccc2)c1/C=N/O	5.7	-1.4	-2.6	0.8	-4.2	-0.1	118.1	1.7	3.4
CC1CCN(CCOCCOc2ccccc2-c2ccccc2)CC1	-0.9	-2.8	0.3	-10.4	0.4	0.4	122.7	2.4	2.7
O=C(N/N=C/c1cccc(C(F)(F)F)c1)c1ccc(O)cc1	-8.1	1.7	-2.5	8.7	5.2	0.1	63.3*	8.7	2.8
O=C(NCC1CCCO1)C1CCN(c2ccc(S(=O)(=O)N3CCCC3)cc2)CC1 (stereo not given)	7.4	0.2	4.6	5.4	-2.2	-0.1	114.4	0.8	-4.3
O=C(O)c1ccc(-c2ccc(/C=N/Nc3ccc([N+](=O)[O-])cc3)o2)cc1	-1.8	14.5	2.7	6.4	-64.0	0.1	87.6	-56.2	-124.3
Clc1nc2nc3n(c2nc1Cl)CCC3	7.3	0.6	0.7	-3.4	2.4	-0.2	105.7	1.6	-1.9
CN(c1ccccc1)S(=O)(=O)c1cccc(NC(=O)CN2CCc3ccccc3C2)c1	-16.7	-5.3	-1.4	-4.4	1.7	0.0	106.0	1.9	0.8
O=C(Cn1c(=O)cnc2ccccc21)NNC(=O)c1ccccc1Cl	.	.	.	-7.9	7.2	-0.1	85.4	3.5	9.9
CN(C)c1cccc(N=C2C=C(N3CCOCC3)CC(C)(C)C2)c1	-2.4	-1.5	-1.6	-2.5	-7.2	0.0	96.5	4.1	-4.9
COc1ccc(O)c(C(=O)c2cnn(C(=O)c3ccc(C)cc3)c2)c1	.	.	.	-11.5	6.3	-0.1	90.8	0.2	5.5

Compounds were not picked by outcome. About 2.3% of those tested had a hit in this group.
